Screening data: PubChem BioAssay, National Center for Advancing Translational Sciences (NCATS)
Pol beta inh: qHTS Assay for Inhibitors of DNA Polymerase Beta | P06746 | Pol beta primer extension/strand displacement, fluorescence kinetic | Potency, µM (titrated, usually from 114 µM), inactives show top-dose activity change, negative = inhibition, hits mostly inhibitors | 340,000 compounds, 1.3% hits; further: potency means the concentration at half of the fitted maximal effect; on the % scale 0 is the no-effect control and ±100 the full control effect
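Pol beta (10 nM) was preincubated with compound for 15 min at room temperature. The reaction was then started with 50 nM substrate and read immediately and after a further 10 min at room temperature.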
BLM helicase inh: qHTS Assay for Inhibitors of Bloom's syndrome helicase (BLM); 350,000 compounds, 0.2% hits; Potency, µM (titrated, usually from 56.1 µM), inactives show at the top dose activity change, negative = inhibition, usual class: inhibitors; RecQ-like DNA helicase BLM (Homo sapiens), P54132; recombinant BLM DNA unwinding, fluorescence dequenching;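 further: potency means the concentration at half of the fitted maximal effect; plate controls were vehicle for no effect and no enzyme for full effect; nearly all actives have a fitted effect of over 35% in size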
POLI inh: qHTS for Inhibitors of Polymerase Iota; Pol iota fluorescent replication assay, 10 min; Potency, µM (series often up to 115 µM), inactives show at the top dose activity, negative = inhibition, usual class: inhibitors; 390,000 compounds, 1% hits; AID 588590, 2011; further: potency means the concentration at half of the fitted maximal effect
Target sequence (Q9UNA4 whole entry, looked up): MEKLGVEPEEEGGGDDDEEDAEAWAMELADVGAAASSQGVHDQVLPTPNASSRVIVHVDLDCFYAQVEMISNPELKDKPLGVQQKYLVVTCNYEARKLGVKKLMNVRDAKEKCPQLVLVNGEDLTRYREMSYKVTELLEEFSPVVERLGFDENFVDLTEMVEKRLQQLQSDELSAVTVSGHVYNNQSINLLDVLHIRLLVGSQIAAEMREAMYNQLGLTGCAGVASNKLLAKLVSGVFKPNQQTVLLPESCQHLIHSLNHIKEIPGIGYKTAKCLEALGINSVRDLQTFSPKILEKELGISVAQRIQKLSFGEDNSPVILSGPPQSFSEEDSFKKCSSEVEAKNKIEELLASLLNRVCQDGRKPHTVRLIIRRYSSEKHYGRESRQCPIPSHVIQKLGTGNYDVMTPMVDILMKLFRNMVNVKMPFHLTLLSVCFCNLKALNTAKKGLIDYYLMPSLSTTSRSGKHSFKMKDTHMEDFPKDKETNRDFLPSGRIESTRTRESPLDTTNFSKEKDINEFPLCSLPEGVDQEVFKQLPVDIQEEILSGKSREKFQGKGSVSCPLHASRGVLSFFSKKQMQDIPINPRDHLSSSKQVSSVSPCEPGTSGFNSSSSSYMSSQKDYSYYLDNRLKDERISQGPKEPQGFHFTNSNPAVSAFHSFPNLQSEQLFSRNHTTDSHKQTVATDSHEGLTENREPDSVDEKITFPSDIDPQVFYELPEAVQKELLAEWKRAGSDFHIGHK
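Pol iota at 10 nM preincubated 15 min with compounds at room temperature; reaction started with fluorescent substrate, 50 nM final. Fluorescence read kinetically at 0 and 10 min; buffer-only wells as negative control.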
POLK inh: qHTS for Inhibitors of Polymerase Kappa; Potency, µM (highest dose often 107 µM), for the others: top-dose activity, negative = inhibition, hits mostly inhibitors; 400,000 compounds, 0.53% hits; purified Pol kappa, fluorescent DNA synthesis assay, 10 min; AID 588579, 2011; DNA polymerase kappa (Homo sapiens), Q9UBT6; further: potency means the concentration at half of the fitted maximal effect; on the % scale 0 is the no-effect control and ±100 the full control effect
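Here, compound and 10 nM enzyme are combined for 15 min at room temperature; adding 50 nM substrate (final) starts DNA synthesis, tracked by fluorescence at 0 and 10 min against buffer-only wells.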
APEX1 inh: qHTS Assay for Inhibitors of the Human Apurinic/apyrimidinic Endonuclease 1 (APE1) | DNA repair nuclease/redox regulator APEX1 (Homo sapiens), P27695 | recombinant APE1, TAMRA/BHQ-2 abasic DNA cleavage fluorescence | Potency, µM (highest dose often 65.8 µM), inactives show at the top dose activity change, negative = inhibition, actives largely listed as inhibitors | 350,000 compounds, 0.35% hits;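 further: potency means the concentration at half of the fitted maximal effect; plate controls were vehicle for no effect and reference inhibitor for full effect; nearly all actives have a fitted effect of over 55% in size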
Target sequence (P27695 whole entry, looked up): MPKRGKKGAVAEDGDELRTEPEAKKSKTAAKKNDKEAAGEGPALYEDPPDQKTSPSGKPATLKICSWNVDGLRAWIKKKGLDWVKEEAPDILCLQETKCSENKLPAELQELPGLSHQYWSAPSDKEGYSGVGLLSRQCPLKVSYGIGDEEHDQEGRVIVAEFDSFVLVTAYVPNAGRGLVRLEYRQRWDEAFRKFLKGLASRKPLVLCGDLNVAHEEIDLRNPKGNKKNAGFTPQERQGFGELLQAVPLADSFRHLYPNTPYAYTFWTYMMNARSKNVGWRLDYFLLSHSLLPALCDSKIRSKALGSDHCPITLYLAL
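Activity was derived from the fluorescence gain between first and third kinetic reads (60 s intervals, ex 525/em 598 nm) after 50 nM THF-abasic TAMRA/BHQ-2 duplex was added to 0.75 nM APE1 preincubated 15 min with compound.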
TRHR ag: qHTS for Small Molecule Agonists and Allosteric Enhancers of Human TRH Receptor: Primary Screen for Agonists. Thyrotropin-releasing hormone receptor (Homo sapiens), P34981. TRHR cells, calcium flux fluo-8, FDSS agonist mode. activation, % at 2 µM. 360,000 compounds, 0.18% hits; in the data active means activation above about 30%; further: 0% is about no effect
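In this calcium-flux screen, cells bearing human TRHR are dye-loaded with fluo-8, baselined for 10 cycles, then exposed to library compounds; positive kinetic calcium responses during the agonist phase mark hits, with TRH as control.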
12-LOX inh: Primary qHTS assay for inhibitors of human arachidonate 12S-lipoxygenase (ALOX12): Round 2 | Polyunsaturated fatty acid lipoxygenase ALOX12 (Homo sapiens), P18054 | purified 12hLO, xylenol orange hydroperoxide absorbance | Potency, µM (titrated, usually from 108 µM), without a hit: top-dose activity change, negative = inhibition, usual class: inhibitors | 580,000 compounds, 1.1% hits | AID 1671190, 2021; further: potency means the concentration at half of the fitted maximal effect; on the % scale 0 is the no-effect control and ±100 the full control effect
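Purified human 12hLO at 150 nM in 25 mM Hepes, 0.01% Triton X-100, pH 7.0, preincubated 15 min at room temperature with compound. Reaction started with 40 uM arachidonic acid, 30 min at room temperature. Hydroperoxide measured by Fe-xylenol orange, 573/405 nm absorbance ratio.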
ERG Ets-DNA blk: qHTS for Small Molecule Inhibitors of the ERG Ets/DNA interaction | Transcriptional regulator ERG (Homo sapiens), P11308 | fluorescence polarization, His-ERG Ets domain / labelled DNA | 370,000 compounds, 0.028% hits | AID 624246, 2012 | Potency, µM (highest dose often 76.9 µM), without a hit: at the highest dose FP activity, negative = inhibition, most hits filed as inhibitors; active means well fitted inhibition curve with a large enough effect in the polarisation, with a control signal flat; inconclusive means small, poorly fitted or top-dose-only effect, or effect the other way, or a change in a side signal; inactive means no such curve, though single readings can be large or run the other way; the % refers to the polarisation;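 further: polarization taken with two DNA probes labelled with fluorescein and Texas red; potency means the concentration at half of the fitted maximal effect; % of control where 0% means no effect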
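His-tagged ERG Ets domain (1 uM in the protein solution; 300mM KCl, 50mM Tris-HCl, 1mM EDTA, 1mM DTT, pH 7.5) received compound, then a probe mix of 5 nM fluorescein-DNA and 100nM Texas-615-DNA. Fluorescence polarization was read for both dyes.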
Apoferritin bind: qHTS Assay for Identification of Novel General Anesthetics | AID 485281, 2010 | Potency, µM (highest dose often 77.5 µM), for inactives: top-dose activity change, negative = displacement, usual class: inhibitors | 350,000 compounds, 0.074% hits | apoferritin/1-aminoanthracene competitive binding, fluorescence; further: potency means the concentration at half of the fitted maximal effect; on the % scale 0 is the no-effect control and ±100 the full control effect; nearly all actives have a fitted effect of over 20% in size
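10 uM apoferritin + 50% sat. 1-AMA, PBS; cpd 10 min RT; Ex380/Em535 endpoint; normalized to free probe vs complex; 4-param Hill fit; propofol titration as pos. ctrl.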
An asterisk follows results filed as active; [ ] = remark or other dose. Unless noted, the call rests on the fitted dose curve; in most records, active means well fitted curve in the direction sought with a large enough effect; inconclusive means small, poorly fitted or top-dose-only effect, or another doubt; inactive means no such curve, though single readings can be large; an effect the other way counts as inactive or inconclusive.

For COc1cc(/C=N/NC(=O)COc2ccc([N+](=O)[O-])cc2)ccc1OCC(=O)N1CCOCC1 the results were Pol beta inh 18µM*, BLM helicase inh -4%, POLI inh -8%, POLK inh -16%, APEX1 inh -4%, TRHR ag 0.4, 12-LOX inh -3%, ERG Ets-DNA blk 0% and Apoferritin bind -16%.
`CCC(C(=O)NCCC1=CCCCC1)n1nc(C)c2c(C)n(-c3ccccc3)nc2c1=O` (stereo not drawn) gave Pol beta inh -1%, BLM helicase inh 2%, POLI inh -8%, POLK inh 8%, APEX1 inh 69%[activator], TRHR ag 0.3, 12-LOX inh 24%, ERG Ets-DNA blk 8% and Apoferritin bind inconclusive.
For COc1ccc(C(=O)O/N=C(\N)c2ccccn2)c(OC)c1 the results were Pol beta inh 6%, BLM helicase inh 3%, POLI inh -5%[58.9 µM], POLK inh -2%, APEX1 inh -2%, TRHR ag 0.2, 12-LOX inh 6%, ERG Ets-DNA blk 2% and Apoferritin bind -6%.
c1ccc(CNc2nc(-c3cccs3)nc3ccccc23)cc1 was read as Pol beta inh 36%, BLM helicase inh -16%, POLI inh 70%[activator], POLK inh -9%, APEX1 inh 10%, TRHR ag 0.7, 12-LOX inh 0%, ERG Ets-DNA blk 19% and Apoferritin bind -4%.
`c1ccc(CNc2ncncc2-c2ccoc2)cc1` gave BLM helicase inh -7%, POLK inh 1%[60.1 µM], APEX1 inh -3% and 12-LOX inh inconclusive.
`COc1ccc(C(=O)NCC(c2ccc3c(c2)OCO3)N2CCN(c3ccc(F)cc3)CC2)cc1` (stereo not drawn) gave Pol beta inh -22%, BLM helicase inh -8%, POLI inh 18%, POLK inh -2%[60.1 µM], TRHR ag -0.5, 12-LOX inh -15%, ERG Ets-DNA blk 2% and Apoferritin bind 31%[activator].
`O=C1CC(C(=O)N2CCc3ccccc32)CN1c1cccc(C(F)(F)F)c1` (stereo not drawn) gave POLI inh 24%, POLK inh -7%, APEX1 inh 29%, TRHR ag -1.5 and 12-LOX inh 377%[activator].
`CCCN(CCC)CCNC(=O)c1cc2c(=O)n(C)c3ccccc3c2n1C` gave Pol beta inh 0%, BLM helicase inh 74%[activator], POLI inh -2%, POLK inh -29%, APEX1 inh -5%, TRHR ag 0.1, 12-LOX inh 376%[activator], ERG Ets-DNA blk -4% and Apoferritin bind 3%.
Screening COc1ccccc1N1CCN(C(=O)c2sc3ncnc(N4CCN(c5ccccn5)CC4)c3c2C)CC1 returned Pol beta inh 39%, BLM helicase inh -9%, POLI inh -20%, POLK inh -2%, APEX1 inh -19%, TRHR ag 0.2, ERG Ets-DNA blk -3% and Apoferritin bind 5%.
Screening COc1ccc(CSc2nnnn2-c2ccc(O)cc2)cc1F returned Pol beta inh -23%, BLM helicase inh -7%, POLI inh 55%[activator], POLK inh -5%, APEX1 inh -1%, TRHR ag 0.0, 12-LOX inh inconclusive, ERG Ets-DNA blk -2% and Apoferritin bind 8%.
For COc1ccc(Nc2nc(-c3sc(NC(C)=O)nc3C)cs2)cc1 the results were Pol beta inh 1%, BLM helicase inh -5%, APEX1 inh 18%, TRHR ag 0.6 and Apoferritin bind inconclusive.
COc1ccc(-c2cc(C(F)(F)F)nc(SCC(=O)N(C)Cc3cn(C)nc3C)n2)cc1OC was read as Pol beta inh 7%, BLM helicase inh -9%, POLI inh -11%, POLK inh -2%, APEX1 inh 3%, TRHR ag -0.6, 12-LOX inh inconclusive, ERG Ets-DNA blk 48%[activator] and Apoferritin bind -16%.
`Cc1ccc(Cl)cc1N1CCN(S(=O)(=O)c2cc3[nH]c(=O)c(=O)[nH]c3cc2C)CC1` gave Pol beta inh -20%, BLM helicase inh -6%, POLI inh inconclusive, POLK inh -20%, TRHR ag 0.1, 12-LOX inh inconclusive, ERG Ets-DNA blk 0% and Apoferritin bind inconclusive.
For COc1ccc(N(CC(O)CN2CCCCC2)S(=O)(=O)c2ccc(C)cc2)cc1 (stereo not drawn) the results were Pol beta inh 6%, BLM helicase inh 3%, POLI inh -6%, POLK inh 1%, APEX1 inh 4%, TRHR ag 0.7, 12-LOX inh inconclusive, ERG Ets-DNA blk -5% and Apoferritin bind -8%.
CC(C)(C)n1ncc2c(=O)n(CC(=O)N3CCc4ccccc43)cnc21 was read as Pol beta inh 25%, BLM helicase inh -1%, POLI inh 3%, POLK inh 1%, APEX1 inh -3%, TRHR ag -0.5, 12-LOX inh 15%, ERG Ets-DNA blk -2% and Apoferritin bind -7%.
For N#Cc1ccc(-c2ccc(F)cc2)nc1Oc1ccc(F)cc1 the results were Pol beta inh 18%, BLM helicase inh -1%, POLI inh 3%, POLK inh 2%, APEX1 inh -7%, TRHR ag 0.5, 12-LOX inh 0%, ERG Ets-DNA blk -6% and Apoferritin bind -14%.
For Fc1ccccc1CSc1nc2ncc(Br)cc2[nH]1 the results were Pol beta inh 33%, BLM helicase inh -5%, POLI inh -3%, POLK inh -11%, APEX1 inh 14%, TRHR ag -0.3, 12-LOX inh 0%, ERG Ets-DNA blk 4% and Apoferritin bind -24%.
CC(=O)OCC1OC(n2cnc3c(=O)[nH]cnc32)C(OC(C)=O)C1OC(C)=O (stereo not drawn) was read as BLM helicase inh 2%, POLK inh inconclusive, APEX1 inh -1% and Apoferritin bind 1%.
For CCCCC(=O)Nc1cc(OC)c(NC(=S)Nc2ccc(OC)cc2)cc1OC the results were POLI inh 14%, POLK inh -11%, 12-LOX inh -8% and ERG Ets-DNA blk -8%.
Oc1ccccc1Nc1nc(NCc2ccco2)c2ccccc2n1 was read as Pol beta inh -15%, BLM helicase inh inconclusive, POLI inh -5%, POLK inh 12%, APEX1 inh -6%, TRHR ag -0.8, 12-LOX inh 0%, ERG Ets-DNA blk 1% and Apoferritin bind -10%.
Cc1ccc(Cl)cc1NC(=O)COC(=O)CSc1ccccc1 was read as POLI inh 76%[activator], POLK inh -23%, APEX1 inh -5%, 12-LOX inh inconclusive and ERG Ets-DNA blk 0%.
`O=C(Nc1ccc(C(=O)N2CCCC2)cc1)c1cccc(C(F)(F)F)c1` gave POLI inh -9%, POLK inh -5%, 12-LOX inh -22% and ERG Ets-DNA blk -7%.
For C=CCNc1nc2ccccc2c(=O)[nH]1 the results were Pol beta inh -2%, BLM helicase inh -2%, POLI inh 19%, POLK inh -9%, APEX1 inh -6%, TRHR ag 0.4, 12-LOX inh -10%, ERG Ets-DNA blk 3% and Apoferritin bind 1%.
`CC(CCc1ccccc1)NC(=O)Cn1c(=O)nc(-c2ccccc2)c2ccccc21` (stereo not drawn) gave Pol beta inh 7%, BLM helicase inh -1%, POLI inh 15%, POLK inh -10%[60.1 µM], TRHR ag -1.5, 12-LOX inh -21%, ERG Ets-DNA blk -1% and Apoferritin bind 67%[activator].
COc1cc(NC(=O)c2sc3ncn(CC(=O)N4CCCCC4)c(=O)c3c2C)cc(OC)c1OC was read as Pol beta inh 2%, BLM helicase inh -3%, POLI inh 19%, POLK inh 10%, APEX1 inh 77%, TRHR ag 0.6, 12-LOX inh 1%, ERG Ets-DNA blk 3% and Apoferritin bind -3%.
`COc1ccccc1N1CCN(C(=O)c2cccc(Oc3ccccc3)c2)CC1` gave Pol beta inh 9%, BLM helicase inh -3%, POLI inh -13%, POLK inh 3%, APEX1 inh -4%, TRHR ag -1.3, 12-LOX inh 6%, ERG Ets-DNA blk 8% and Apoferritin bind 124%[activator].
`Cc1[nH]c2ccc(-c3nnc(SCC(=O)N4CCCc5ccccc54)o3)cc2c1C` gave Pol beta inh 16%, BLM helicase inh 1%, POLI inh 1%, POLK inh -5%, APEX1 inh inconclusive, TRHR ag -0.8, 12-LOX inh 6%[57.4 µM] and Apoferritin bind -4%.
COc1ccc(C(=O)/C(=C\c2sccc2C)c2nc3ccccc3o2)cc1 was read as Pol beta inh 20%, BLM helicase inh -8%, APEX1 inh 1%, TRHR ag 0.0 and Apoferritin bind -12%.
`COc1ccc(CCn2cc3c(c2-c2ccc(Br)cc2)c(=O)n(C)c(=O)n3C)cc1OC` gave Pol beta inh 25%, BLM helicase inh -1%, POLI inh 5%, POLK inh 1%, TRHR ag -2.4, 12-LOX inh inconclusive, ERG Ets-DNA blk 5% and Apoferritin bind 0%.
`C=CC(=O)NC(NC(=O)C=C)c1ccccc1F` gave Pol beta inh 2%, BLM helicase inh 0%, POLI inh -17%, POLK inh -11%, APEX1 inh 0%, TRHR ag 0.6, 12-LOX inh 32%[activator], ERG Ets-DNA blk -1% and Apoferritin bind -5%.
COc1cccc(NC(=O)c2ccnc(N3CCC(C(=O)NCc4ccccc4OC)CC3)c2)c1 was read as Pol beta inh 44%, BLM helicase inh -3%, POLI inh 18%, POLK inh -1%, APEX1 inh 26%, TRHR ag -0.2, 12-LOX inh -8%, ERG Ets-DNA blk 2% and Apoferritin bind -11%.
Screening O=C(/C=C/c1cccc([N+](=O)[O-])c1)c1cccs1 returned Pol beta inh 19%, BLM helicase inh -6%, POLI inh inconclusive, POLK inh -8%, APEX1 inh -4%, TRHR ag 0.4, 12-LOX inh -1%, ERG Ets-DNA blk 17% and Apoferritin bind 0%.

This is a subset, so the mix of outcomes need not match the whole.
